Compound activity: PubChem BioAssay, NMMLSC
LAP4 TOR yeast – alters LAP4-GFP fluorescence in TOR pathway yeast screen; S. cerevisiae LAP4-GFP multiplex, flow cytometry GFP, 3 h; median GFP as percent of DMSO wells; GFP response vs DMSO, % at 10 µM; 0.34% of 320,000 active;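 active = GFP response vs DMSO above a set limit, about the screen mean plus 3 SD, cut at about 150% in these data; inconclusive = under 70 cell events counted for the yeast strain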
AGP1 TOR yeast – modulators of TOR pathway AGP1-GFP in S. cerevisiae. 0.02% of 320,000 active. S. cerevisiae AGP1-GFP multiplex flow cytometry, 3 h; GFP as percent of DMSO wells. GFP response vs DMSO, % at 10 µM;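 active = GFP response relative to DMSO above a set limit, near screen average plus 3 SD, cut at about 150% in these data; inconclusive = fewer than 70 cells counted for the yeast strain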;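 note: median GFP channel fluorescence of the gated AGP1 strain per well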
CIT2 TOR yeast – alters CIT2-GFP fluorescence in TOR pathway yeast screen; S. cerevisiae CIT2-GFP strain, flow cytometry, 3 h; 100 means same as DMSO wells; 0.065% of 320,000 active; AID 2029; GFP response vs DMSO, % at 10 µM;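 active = GFP response relative to DMSO above a set limit, near the screen mean plus 3 SD, cut at about 150% in these data; inconclusive = Fewer than 70 cells measured for a yeast strain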;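 note: ratio of well median GFP fluorescence to mean of DMSO wells on the plate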
Yeast superoxide – lowers age-related superoxide in aged yeast cells; S. cerevisiae aged cells, superoxide DHE fluorescence; hits give low values; 0.18% of 330,000 active; superoxide response (% of plate mean), % at 10 µM;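 active = superoxide response under a set limit, about three screen SD below normal, cut at about 65% in these data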;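 note: yeast aged for seven days with compound at 30 °C before DHE staining; 100% = average MFI of all compound-treated wells on the plate with controls excluded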
VLA-4 inh – inhibition in a human VLA-4 binding assay. 0.2% of 330,000 active. inhibition, % (about 7 µM as worked out from the volumes in the protocol). VLA-4 expressing cells, ligand binding flow cytometry. P13612; in the data active = inhibition above about 50%
Target sequence (P13612 whole entry, looked up): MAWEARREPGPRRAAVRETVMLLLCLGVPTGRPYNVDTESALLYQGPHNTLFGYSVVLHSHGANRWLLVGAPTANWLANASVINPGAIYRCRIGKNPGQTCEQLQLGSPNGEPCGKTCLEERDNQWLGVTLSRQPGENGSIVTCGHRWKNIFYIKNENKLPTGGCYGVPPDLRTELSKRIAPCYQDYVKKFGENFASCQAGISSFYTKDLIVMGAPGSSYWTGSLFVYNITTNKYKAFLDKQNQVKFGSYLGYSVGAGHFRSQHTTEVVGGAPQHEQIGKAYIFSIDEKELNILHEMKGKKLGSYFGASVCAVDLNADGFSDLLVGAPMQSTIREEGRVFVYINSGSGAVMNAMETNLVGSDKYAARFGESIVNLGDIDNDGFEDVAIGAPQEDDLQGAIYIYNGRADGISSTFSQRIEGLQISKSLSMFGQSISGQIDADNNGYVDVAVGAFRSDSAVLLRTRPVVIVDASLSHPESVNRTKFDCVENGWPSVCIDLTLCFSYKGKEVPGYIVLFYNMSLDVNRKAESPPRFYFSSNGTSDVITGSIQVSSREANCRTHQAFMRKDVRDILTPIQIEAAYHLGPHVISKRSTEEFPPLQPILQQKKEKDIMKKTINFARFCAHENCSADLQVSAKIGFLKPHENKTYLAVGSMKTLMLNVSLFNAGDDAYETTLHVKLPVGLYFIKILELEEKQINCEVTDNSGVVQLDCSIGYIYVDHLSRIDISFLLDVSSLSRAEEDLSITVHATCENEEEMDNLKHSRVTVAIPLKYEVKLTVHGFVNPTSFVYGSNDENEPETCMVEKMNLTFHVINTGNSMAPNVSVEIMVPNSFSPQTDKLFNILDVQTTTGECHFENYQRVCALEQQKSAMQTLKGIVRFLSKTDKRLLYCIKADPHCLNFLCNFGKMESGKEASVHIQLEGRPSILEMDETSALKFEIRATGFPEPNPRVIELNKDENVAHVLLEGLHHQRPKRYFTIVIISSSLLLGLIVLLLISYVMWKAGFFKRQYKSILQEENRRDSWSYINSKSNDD
RPL19A-GFP yeast – alters RPL19A-GFP fluorescence in TOR pathway yeast screen. S. cerevisiae RPL19A-GFP strain, flow cytometry, 3 h; hits give low values. 0.3% of 330,000 active. percent response vs DMSO, % at 10 µM. AID 2025;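 active = percent response vs DMSO below 50%; inconclusive = fewer than 70 events counted for the yeast strain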;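 note: median channel GFP fluorescence of the barcoded RPL19A-GFP strain; ratio of sample median GFP to plate DMSO average so 100% = DMSO; lower means less RPL19A-GFP as with rapamycin TOR inhibition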
GRK2 aptamer HTS – human GRK2 inhibition via aptamer displacement; P25098; bead flow cytometry, FAM-aptamer displacement from GRK2; inhibition of aptamer binding, % at 10 µM; 0.59% of 330,000 active;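 active = inhibition of aptamer binding above 40%, roughly 3 SD of noise, on plates passing a quality check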;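 note: median bead fluorescence of bound FAM aptamer so fluorescent compounds give negative values; no value below 0 was filed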
MEP2-GFP yeast – modulators of TOR pathway MEP2-GFP in S. cerevisiae; S. cerevisiae MEP2-GFP strain, flow cytometry GFP, 3 h; 100% = DMSO control level; GFP response vs DMSO, % at 10 µM; 0.51% of 330,000 active; AID 2016;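 active = GFP response versus DMSO above a set limit, roughly screen mean plus 3 SD, cut at about 180% in these data; inconclusive = fewer than 70 cells counted for a yeast strain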;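 note: median GFP fluorescence of the barcode-gated MEP2-GFP cells per well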
An asterisk follows results filed as active; ? = inconclusive; · = not tested or not shown; [ ] = another dose, or the depositor's remark. Not a hit list; any-hit rate near 1.7%.

SMILES	LAP4 TOR yeast	AGP1 TOR yeast	CIT2 TOR yeast	Yeast superoxide	VLA-4 inh	RPL19A-GFP yeast	GRK2 aptamer HTS	MEP2-GFP yeast
CC(C)c1nc2cc(C(=O)NC(c3cccnc3)C(F)(F)F)ccc2o1 (stereo unspecified)	110	107	108	96	-6	102	4	106
Cc1ccc(C)c(N(CC(=O)NC2CCCC2)C(=O)c2oc(C(C)(C)C)cc2C)c1	109	96	99	93	10	99	0	99
O=C(OCc1ccccc1Cl)c1cccnc1Cl	96	90	96	120	2	93	1	94
COc1ccc(-c2cc(C3CCN(C(=O)OC(C)(C)C)CC3)[nH]n2)cc1	117	103	99	104	14	95	·	114
CC(Cc1ccccc1)(NC(=O)CN)c1ccccc1 (stereo unspecified)	102	94	96	108	4	103	3	96
Cc1cc(=O)oc2c3c(cc(OCC(=O)N[C@H](C(=O)O)c4ccccc4)c12)OC(C)(C)CC3	98	99	95	96	-3	96	1	86
COc1ccc(Br)cc1/C=C/C(=O)c1ccc(NC(C)=O)cc1	95	92	98	98	-2	92	10	93
CCCOc1c(OC)cc(Cl)cc1C1NC(=O)NC(C)=C1C(=O)NCc1ccccc1 (stereo unspecified)	103	·	97	96	0	100	4	103
CN(C(=O)Cc1ccccc1)n1cnnc1	105	100	94	104	1	101	3	100
COc1ccc(S(=O)(=O)N(CC(=O)NCC2CCCO2)Cc2ccccc2)cc1C (stereo unspecified)	94	101	98	99	9	107	2	94
CCOc1ccccc1NC(=O)c1ccc(S(=O)(=O)N2CCOCC2)cc1	89	91	88	92	-5	91	0	98
FC(F)(F)c1cc(-c2ccccc2)nc(-n2cc(Cl)cn2)n1	93	103	93	97	4	94	3	98
Cc1cc(C(=O)NN=Cc2c(C)[nH]c3ccccc23)c(C)o1	88	87	87	92	-23	97	0	99
CCN(Cc1ccccc1)C(=O)C1CCC(CNc2c(N3CCOCC3)c(=O)c2=O)CC1 (stereo unspecified)	105	107	106	87	-14	108	0	112
CN1CCN(C(=O)CCN2C(=O)/C(=C\c3ccc(Cl)cc3)SC2=S)CC1	123	117	106	82	-2	102	0	108
CN(C)CCC(=O)c1ccc(Cl)cc1	101	96	97	103	7	102	0	95
O=C(Nc1ccc2snnc2c1)N1CCSCC1	96	105	110	105	11	99	0	106
CC1CC(C)CN(C(=O)CCc2ccccc2)C1 (stereo unspecified)	98	99	97	105	-3	96	0	104
CCOC(=O)c1c(C)c(C(=O)NCCc2ccc(S(N)(=O)=O)cc2)c(C)n1CC	103	104	107	108	-4	101	3	102
O=C(Nc1nnc(C2CC2)s1)C1Cc2ccccc2CN1S(=O)(=O)c1cccs1 (stereo unspecified)	107	101	98	108	8	97	0	106
CN(C)CCNC(=S)Nc1ccc(Cl)cc1Cl	99	105	103	112	24	106	0	103
COC(=O)COc1ccsc1C(=O)OC	100	106	107	114	12	106	2	103
COc1cc(C(=O)OCC(=O)N2CCOCC2)c([N+](=O)[O-])cc1OC	85	86	95	95	1	87	1	87
O=C(C1CCN(S(=O)(=O)c2ccccc2)CC1)N1CCN(c2ccccc2)CC1	78	101	118	96	5	108	1	94
CN(c1ccccc1)S(=O)(=O)c1cccc(C(=O)Nc2nn[nH]n2)c1	104	106	103	87	13	103	0	101

Compounds above that contain a CF3 group:
SMILES	LAP4 TOR yeast	AGP1 TOR yeast	CIT2 TOR yeast	Yeast superoxide	VLA-4 inh	RPL19A-GFP yeast	GRK2 aptamer HTS	MEP2-GFP yeast
CC(C)c1nc2cc(C(=O)NC(c3cccnc3)C(F)(F)F)ccc2o1 (stereo unspecified)	110	107	108	96	-6	102	4	106
FC(F)(F)c1cc(-c2ccccc2)nc(-n2cc(Cl)cn2)n1	93	103	93	97	4	94	3	98

Next structures follow:
SMILES	LAP4 TOR yeast	AGP1 TOR yeast	CIT2 TOR yeast	Yeast superoxide	VLA-4 inh	RPL19A-GFP yeast	GRK2 aptamer HTS	MEP2-GFP yeast
Cn1c(CNC(=O)c2ccc3c(c2)OCO3)nnc1SCC(=O)Nc1ccc(F)cc1F	110	103	100	106	4	99	0	110
Cc1nn(-c2cccc(Cl)c2)nc1C(=O)O	99	101	103	109	4	100	2	102
CSC(=NCc1ccco1)NC#N	99	97	90	95	-9	99	0	96
O=C(COC(=O)c1ccccc1)Nc1ccccc1Br	105	93	91	105	8	103	18	106
Cc1cccn2c(CN3CCCC(c4ccccc4)C3)c(C(=O)N3CCOCC3)nc12 (stereo unspecified)	98	103	105	85	-32	109	1	109
O=C(CSc1nc(=O)n2ccccc2n1)N1CCCCCC1	114	113	101	104	2	98	0	96
O=C(O)CCc1[nH]c2ccccc2c1Sc1ccccc1	106	94	89	102	12	91	3	90
COc1ccc(NC(=O)c2cc(Br)ccc2Cl)c(OC)c1	102	102	101	93	-3	102	0	105
CC(C)C(c1nnnn1Cc1ccc2c(c1)OCO2)N1CCN(c2ccccc2)CC1 (stereo unspecified)	97	92	86	112	0	97	3	90
O=C(CSC1=NS(=O)(=O)c2ccccc2N1)NCc1ccc(F)cc1	100	101	100	96	-7	99	2	102
CCOC(=O)c1c(NC(=O)CSc2nnc(-c3c[nH]c4ccccc34)n2CCOC)sc2c1CCCCC2	116	104	112	92	4	101	0	95
O=C(Nn1cnnc1)c1cc(-c2cccc(Br)c2)nc2ccccc12	110	109	102	129	-1	102	0	100
CCN1CCN(CCNC(=O)c2ccc3c(c2)N(Cc2ccc(F)cc2)C(=O)c2ccccc2S3=O)CC1 (stereo unspecified)	92	101	105	120	23	100	0	115
O=C(c1cc2ccccc2oc1=O)N1CCCCCCC1	101	105	104	97	-12	102	0	105
Cc1c(Cl)cnc(NC(=O)COC(=O)CCS(=O)(=O)c2ccccc2)c1Cl	100	107	103	85	7	99	0	102
Cn1c(=O)c2c(ncn2CC(=O)NC2CCCCC2)n(C)c1=O	93	97	112	98	-7	104	0	103
N#Cc1ccc(OCc2nnc(SCC(=O)c3ccccc3)n2-c2ccccc2)cc1	92	87	81	112	32	93	2	90
Cn1c(-c2ccc(F)cc2)cnc1NCc1ccc(C#N)cc1	101	100	101	97	12	99	4	104
Cc1ccc(/C=N/NC(=O)c2nn(C)cc2Cl)cc1	98	93	99	93	12	100	2	101
COc1cc(/C=N/NC(=O)Cc2nnc(N)s2)cc(OC)c1OC	102	102	93	99	5	94	0	94
CCC1Nc2ncnc(N3CCN(c4ccccc4)CC3)c2N(Cc2ccc(Br)cc2)C1=O (stereo unspecified)	109	92	91	99	-8	100	0	94
O=C(CSc1nnc(-c2cccnc2)n1Cc1ccco1)NCc1ccc2c(c1)OCO2	96	99	90	96	1	99	1	101
COc1ccc(OC)c(S(=O)(=O)Nc2ccc(C)c(C)c2)c1	108	99	107	101	0	100	0	100
O=c1cc(N2CCc3ccccc32)[nH]c(=O)n1-c1ccccc1Cl	102	102	103	86	0	98	0	99
CCC(C)[C@H](NC(=O)N1CCCC1)C(=O)O (stereo partly specified)	103	101	102	88	10	98	0	103
Going on with the list:
SMILES	LAP4 TOR yeast	AGP1 TOR yeast	CIT2 TOR yeast	Yeast superoxide	VLA-4 inh	RPL19A-GFP yeast	GRK2 aptamer HTS	MEP2-GFP yeast
CCOC(=O)CSc1nnc2n(C3CCCCC3)c(=O)c3c4c(sc3n12)CCCC4	99	89	89	104	5	·	0	99
c1ccc(CN2CCN(c3cnc4ccccc4n3)CC2)cc1	118	108	119	95	5	99	0	102
CC1(C)Cc2c(sc(/N=C/N3CCCC3)c2C#N)C(C)(C)N1	101	95	96	89	14	97	0	92
COc1cccc(C(=O)Nc2c3c(nn2-c2ccc(Cl)cc2)CS(=O)(=O)C3)c1OC	91	91	95	93	18	92	1	93
CC(C)CC(NC(=O)c1cccs1)c1nnc(SCc2ccc(Cl)c(Cl)c2)n1C (stereo unspecified)	89	100	99	104	28	99	0	97
CCCCCCSc1nnc2[nH]c(=O)cc(N)n12	89	96	100	106	-11	101	31	100
O=C1Nc2ccccc2C1=Nc1cccc(Cl)c1	110	106	102	97	5	104	2	110
CCc1c(C)nc(Nc2nc(C)c3cc(OC)ccc3n2)[nH]c1=O	97	91	94	89	-11	94	2	93
CC(=O)Oc1cccc(N2C(=O)C3CC=C(Cl)CC3C2=O)c1 (stereo unspecified)	96	95	100	94	-5	95	3	99
Cc1ccc(F)c(CNC(=O)C2CCC(=O)N(Cc3ccccn3)C2)c1F (stereo unspecified)	92	95	98	97	0	96	0	104
CCOc1ccc(NC(=O)Cc2ccc(S(=O)(=O)N3CCCCC3)cc2)cc1OCC	98	100	110	77	-11	98	2	104
Cc1cc(C)c(OCC(=O)OC(C)C(=O)N2CCc3ccccc32)c(C)c1 (stereo unspecified)	108	101	89	92	5	98	5	103
CSc1nc(C)nc(C2CC2)c1C#N	106	114	107	100	0	95	0	100
COc1cccc(C2CC(c3c(-c4ccccc4)c4cc(Cl)ccc4[nH]c3=O)=NN2S(C)(=O)=O)c1OC (stereo unspecified)	107	·	98	118	0	103	0	110
O=S(=O)(c1cccc(COc2c(Cl)cccc2Cl)c1)N1CCOCC1	97	97	109	103	-6	96	1	104
Cc1ccnc(SCc2cc(=O)c(OC(=O)c3cc([N+](=O)[O-])ccc3Cl)co2)n1	98	96	93	98	22	101	1	93
C/C(=N\Nc1ccc(F)cc1F)c1ccc(F)cc1	93	105	108	105	-2	112	4	111
Cc1ccc(N(C)S(=O)(=O)c2c(C)noc2/C=C/N(C)C)cc1	87	101	96	95	6	99	0	95
CC(C)(Oc1ccc(Cl)cc1)C(=O)NCc1ccncc1	104	92	·	101	24	106	0	102
CCOC(=O)C1=C(C)OC(N)=C(C#N)C1c1cccs1 (stereo unspecified)	105	103	101	95	7	98	0	104
O=C(CC1(O)C(=O)Nc2ccccc21)c1ccc(-n2cnnn2)cc1 (stereo unspecified)	92	101	103	102	6	100	2	96
COc1ccc(N2CC(C(=O)NCCc3c[nH]c4ccccc34)CC2=O)cc1 (stereo unspecified)	103	105	103	97	4	103	0	102
CCN(CC)CCCNC(=O)c1[nH]c2ccccc2c1Sc1ccc(Cl)cc1	110	99	96	98	-3	101	0	106
COc1ccc(OCCOc2ccc(N(C)S(=O)(=O)c3ccccc3)cc2)cc1	100	98	84	130	9	96	0	93
Cc1cccc(NC(=O)c2cccs2)n1	106	104	118	100	-16	107	0	110
The list goes on.
SMILES	LAP4 TOR yeast	AGP1 TOR yeast	CIT2 TOR yeast	Yeast superoxide	VLA-4 inh	RPL19A-GFP yeast	GRK2 aptamer HTS	MEP2-GFP yeast
CCCc1nnc(NC(=O)CCC(=O)N2CCN(c3ccccn3)CC2)s1	100	100	92	120	3	97	0	99
Cc1noc(C)c1C(=O)OC(C)C(=O)Nc1ccc(S(=O)(=O)NC(C)C)cc1 (stereo unspecified)	109	107	97	102	6	105	11	106
COc1cccc(/C=C/C(=O)OCC(=O)NC(=O)NC2CCCCC2)c1	115	115	105	82	0	108	0	99
COCCCn1c(SCC(=O)Nc2oc(C)c3c(C)n[nH]c(=O)c23)nc2ccccc2c1=O	102	105	98	84	11	96	0	98
COc1ccc(/C=N/N(C)C2=NS(=O)(=O)c3ccccc32)cc1OC	87	96	103	97	-19	104	6	108
O=S(=O)(c1ccccc1)c1nc(-c2ccccc2)oc1N1CCCCC1	110	97	97	71	-7	97	4	98
CCn1c(C(=O)Nc2ccsc2C(=O)OC)cc2sc(Cl)cc21	111	112	105	98	13	103	0	120
N=c1c(C(=O)NC2CCCC2)cc2c(=O)n3ccccc3nc2n1C1CCCC1	107[may fluoresce violet]	?	?	102	-14	16*[may fluoresce violet]	0	308*[may fluoresce violet]
CCCOc1ccc(CCC(=O)O)cc1	114	92	99	79	6	96	0	103
CN(C(=O)CSc1nc(N)cc(N)n1)C1CCS(=O)(=O)C1 (stereo unspecified)	80	86	95	94	-8	77	2	90
